SRC1 TRFRET art = counter-screen for PPARgamma SRC-1 recruitment agonists: TR-FRET artefact; TR-FRET detection artefact counter-screen, emission ratio; hits give high values; TR-FRET ratio at 8 µM; 99,000 tested, 0.34% active; in the data active = TR-FRET ratio above about 2300; note: inactives centre near 1800; reference of the scale not given here
SRC3 TRFRET art = counter-screen for PPARgamma SRC-3 recruitment agonists: TR-FRET artefact. 99,000 tested, 0.39% active. PPARgamma/SRC-3 format; hits give high values. TR-FRET ratio at 8 µM; in the data active = TR-FRET ratio above about 2000; note: inactives centre near 1600; reference of the scale not given here
* = called active by the depositor. Only part of the results is shown; count on the stated rates, not on these rows.

SMILES | SRC1 TRFRET art | SRC3 TRFRET art
Cc1ccc(NC(=O)CCSc2nnc(Cc3ccccc3)o2)cc1 | 2075 | 1584
Nc1ccccc1-c1ccccc1N | 1666 | 1784
CN(C)S(=O)(=O)c1ccc(Cl)c(NC(=O)COC(=O)c2cc(-c3ccccc3)nc3ccccc23)c1 | 1725 | 1871
O=c1[nH]cnc2c1sc1nc(-c3ccccc3)c3c(c12)CCCC3 | 1442 | 1610
Cn1nnnc1SCC(=O)NC1CCCc2ccccc21 (stereo not drawn) | 1990 | 1673
O=C(CNS(=O)(=O)c1ccc2ccccc2c1)OCc1csc(-c2ccccc2)n1 | 2118 | 1648
Nc1nc(-c2ccccc2)c(N=Nc2ccccc2Cl)s1 | 1695 | 1501
COc1ccc(C(=O)C2CCCN(C(=O)c3cccs3)C2)cc1F (stereo not drawn) | 1726 | 1629
CC1=C(C(=O)OC(C)C)C(c2cccs2)NC(=O)N1 (stereo not drawn) | 1794 | 1703
COc1cc(C(=O)Nc2nnc(CC(C)C)s2)c([N+](=O)[O-])cc1OC | 1563 | 1595
CNC(=O)c1[nH]cnc1C(=O)Nc1ccccn1 | 1710 | 1725
CCCCN(C)CCC(=O)Nc1ccc(C)cc1 | 1608 | 1437
CCO[C@H]1OC(C(=O)NCc2ccccc2)=C[C@@H](c2ccc(Br)cc2)[C@@H]1CCCO | 1879 | 1742
CC1NC(=O)N(C)C2NC(=O)N(C)C(c3ccccc3)C12 (stereo not drawn) | 1737 | 1538
O=C(NCc1ccc(N2CCCC2=O)cc1)c1ccc(F)cc1 | 1978 | 1616
O=C(CSc1ccc(-c2ccc(Cl)cc2)nn1)N1CCCc2ccccc21 | 1714 | 1720
CC(C)CN1CCN(Cc2nc3ccccc3s2)CC1CCO (stereo not drawn) | 1771 | 1732
COc1ccc(C(C)=O)cc1CSc1ncccn1 | 1625 | 1540
CC(=O)c1ccc(N2C(=O)NC3(CCCCC3)C2=O)cc1 | 1862 | 1514
O=[N+]([O-])c1ccc(N/N=C/c2ccc[nH]2)cc1 | 2294 | 1831
Nc1nnc(COc2cccc(C(F)(F)F)c2)s1 | 1971 | 1581
Cc1nc(-c2ccccc2)sc1C(=O)/C=C/N(C)C | 1592 | 1497
O=C1c2ccc([N+](=O)[O-])cc2C(=O)N1c1c[nH]c(=O)[nH]c1=O | 1624 | 1606
C/C(=N\NC(=O)C1CC1)c1ccc2c(c1)OCCO2 | 1957 | 1479
CCOc1ccc(/C=N/Nc2cc(=O)n(C)c(=O)n2C)cc1 | 1852 | 1690
COCCN(C(=O)/C=C/c1ccccc1)c1nnc(-c2cccnc2)s1 | 1803 | 1784
O=C(COc1ccc([N+](=O)[O-])cc1)Nc1ccc(C(=O)Nc2ccccc2C(=O)O)cc1 | 1728 | 1789
CCOCCCNC(=S)N1CCC(NC(=O)c2ccco2)CC1 | 1700 | 1429
Cn1c(SCC(N)=O)nnc1-c1cnccn1 | 1647 | 1663
O=C(O)c1ccc2c(c1)ncn2C1CCCC1 | 1787 | 1677
CCC(C)NC(=O)CSc1nc2ccccc2c(=O)n1-c1c(C)n(C)n(-c2ccccc2)c1=O (stereo not drawn) | 1971 | 1618
COc1ccc(O[C@H]2C=C[C@@H](c3ccccc3)O[C@@H]2COC(=O)CC/C(C)=N/OC[C@@H](O)[C@H]2O[C@@H]3OC(C)(C)O[C@@H]3[C@H]2O)cc1 | 1553 | 1394
Cn1c(=O)c2c(nc(N/N=C/c3ccc(OC(=O)c4ccco4)cc3)n2Cc2ccccc2)n(C)c1=O | 1710 | 1451
CCOC(=O)C(NC(=O)Nc1ccc(F)cc1F)(Oc1ccc(F)cc1)C(F)(F)F (stereo not drawn) | 1718 | 1665
CC1=NN(C(C#N)c2ccccc2C)C(C)(C)C1 (stereo not drawn) | 2202 | 1651
COc1ccc(/C=C/C(O)=C2/C(=O)NC3(C)CC2c2ccccc2O3)c(OC)c1OC (stereo not drawn) | 1746 | 1393
CN1C(=O)CC(N2CCN(CCN=CC3=C(O)CC(C)(C)CC3=O)CC2)C1=O (stereo not drawn) | 1999 | 1439
CCc1cccc(CN2CCC(CNC(=O)Nc3ccc(Cl)cc3)CC2)c1 | 1802 | 1677
O=C(OC(C(=O)Nc1ccc([N+](=O)[O-])cc1Br)c1ccccc1)c1ccccc1 (stereo not drawn) | 1625 | 1646
CCNS(=O)(=O)c1ccc(NC(=O)c2cccnc2)cc1 | 1863 | 1516
COCC1CCCN(Cc2nc(C(c3ccccc3)c3ccccc3)no2)C1 (stereo not drawn) | 1697 | 1568
COc1ccc(Cl)cc1NC(=O)c1cc(-c2ccccc2O)n[nH]1 | 1672 | 1594
CCN(C(=O)COC(=O)/C=C/c1ccc(S(=O)(=O)N2CCc3ccccc32)cc1)C1CCS(=O)(=O)C1 (stereo not drawn) | 1721 | 1676
Cc1nn(Cc2ccccc2)c(Cl)c1/C=C/C(=O)OCC(=O)N(C)C1CCS(=O)(=O)C1 (stereo not drawn) | 1690 | 1456
O=C(COC(=O)/C=C/c1ccco1)Nc1ncc(Cl)cc1Cl | 1496 | 1286
CC(C)Cn1c(N)c(C(=O)COC(=O)c2cc(C(F)(F)F)nc3ccccc23)c(=O)n(C)c1=O | 1754 | 1342
Cc1ccc(O)c(C(=O)/C=C/c2ccc3c(c2)OCCO3)c1 | 1947 | 1694
COc1ccc2cc(-c3[nH]ncc3CN3CCCCO3)ccc2c1 | 1621 | 1493
Cn1nnnc1SCC1=C(C(=O)O)N2C(=O)C(NC(=O)Cn3nc(C(F)F)cc3C3CC3)C2SC1 (stereo not drawn) | 1741 | 1474
Nc1nc(-c2ccc3ccccc3c2)cs1 | 1976 | 1765
O=C(Nc1ccc(S(=O)(=O)Nc2ncccn2)cc1)c1ccc(Br)o1 | 2023 | 1688
O=C(COc1c(Br)cc(Br)c2cccnc12)N1CCCCC1 | 1959 | 1725
COc1ccc(NC(=S)N(CCc2c(C)[nH]c3ccc(C)cc23)Cc2cccs2)cc1 | 1866 | 1695
CCc1ccc(NC(=O)C2CC(=O)Nc3ncnn32)cc1 (stereo not drawn) | 1756 | 1558
Cc1onc(-c2ccccc2Cl)c1C(=O)Nc1ccc(S(=O)(=O)Nc2nccs2)cc1 | 1933 | 1628
COc1cc(/C=C2/C(=N)N3C=CSC3=NC2=O)ccc1OCCOc1ccc(NC(C)=O)cc1 | 2009 | 1641
CC(C)OC(=O)CC(NC(=O)OC(C)(C)C)c1ccccc1 (stereo not drawn) | 1672 | 1520
CCOC(=O)CSc1nnc(CSc2nc(N)c3c(C)c(C)sc3n2)n1-c1ccccc1 | 1798 | 1694
CCOc1ccccc1N/C(=N/c1nc(C)cc(C)n1)NC(=O)Nc1ccc(Cl)c(Cl)c1 | 1902 | 1766
Cc1nn(-c2ccccc2)c(Cl)c1/C=N/NC(=O)c1ccccc1NS(=O)(=O)c1cccs1 | 1601 | 1320
(list continues)
SMILES | SRC1 TRFRET art | SRC3 TRFRET art
Cc1c(-c2cccc(NC(=O)c3cccs3)c2)nc2ncccn12 | 1710 | 1470
CC12CCCCC1N(O)C(=O)C(=O)N2O (stereo not drawn) | 1736 | 1376
Cc1[nH]c2ccccc2c1/C=N/NS(=O)(=O)c1ccccc1 | 1888 | 1690
CC(NCc1ccc(F)cc1)C(=O)Nc1cc(S(=O)(=O)N2CCCCC2)ccc1Cl (stereo not drawn) | 1755 | 1608
COc1ccc(N2CCN(C(=S)NCc3ccc(C)cc3)CC2)cc1 | 1773 | 1552
CC(C)c1nnc(NC(=O)CC(=O)Nc2ccccc2C(=O)O)s1 | 1725 | 1579
O=C(CN1C(=O)c2ccccc2C1=O)NCC(=O)OCC(=O)c1cccc([N+](=O)[O-])c1 | 1929 | 1564
COC(=O)CN1C(c2ccc(Cl)cc2)=Nc2ccc(Cl)cc2C1c1ccccc1 (stereo not drawn) | 1942 | 1751
Cn1cc(C=O)c2cc(F)ccc21 | 1518 | 1539
CNC(=S)N/N=C/c1cn(Cc2ccc(C)cc2)c2ccccc12 | 2024 | 1766
Cc1ccc2cc3c(NC(=O)c4cccnc4)nn(C)c3nc2c1 | 2001 | 1451
CSc1ccccc1NC(=O)COC(=O)c1ccc(O)cc1 | 1689 | 1511
O=C(CSc1ncc(C(=O)O)n1-c1ccc(F)cc1)NCc1ccc2c(c1)OCO2 | 1888 | 1725
Cc1ccc(Sc2ccc(C(=O)N(C)C)cc2[N+](=O)[O-])cc1 | 1717 | 1849
CC(C)(C)NC(=O)C(c1ccncc1)N(C(=O)Cn1nnc(-c2ccc(F)cc2)n1)c1ccccc1 (stereo not drawn) | 1901 | 1626
CCOC(=O)C(=O)N1CCN(CC)CC1 | 1773 | 1657
CN(Cc1cccnc1)C(=O)CC1C(=O)NCCN1CC(c1ccccc1)c1ccccc1 (stereo not drawn) | 1584 | 1506
Fc1ccc(-c2csc(NC3=NCCC3)n2)cc1 | 1876 | 1692
O=C(Nc1ccc(N2CCOCC2)cc1)c1cc(F)c(F)cc1Cl | 1611 | 1529
Clc1ccc(CNc2nc(CN3CCOCC3)nc3scc(-c4ccccc4)c23)cc1 | 1665 | 1577
Cc1cc(C)c(C(=O)Nc2cccc(F)c2)c(Cl)n1 | 1837 | 1406
COc1ccc(NC(=O)C(c2ccc(OC)cc2)N(C)C(=O)c2cnccn2)cc1 (stereo not drawn) | 1789 | 1920
CC(C)(C)C1CCc2nc(NC(=O)Cc3cn4ccsc4n3)sc2C1 (stereo not drawn) | 1814 | 1420
CCCc1cc(=O)[nH]c(SCC(=O)Nc2ccc(C)cc2)n1 | 1730 | 1578
COCCNC(=O)CN1CCCCCC1 | 1487 | 1377
CC(C)(C)NC(=O)CSCc1ccc(Br)cc1 | 1797 | 1471
CSc1nnc(-c2sccc2-n2cccc2)o1 | 1761 | 1404
Cn1nc([N+](=O)[O-])c(C(C#N)c2nc3ccccc3n2C)c(Cl)c1=O (stereo not drawn) | 1711 | 1549
O=c1[nH]ncc(N/N=C\c2ccc(O)cc2O)c1Cl | 1851 | 1712
COc1cc(/C=C(\C#N)c2ccccn2)ccc1OCc1ccccc1Cl | 1867 | 1471

The closing 3 entries of the section above lead into the next:
SMILES | SRC1 TRFRET art | SRC3 TRFRET art
Cn1nc([N+](=O)[O-])c(C(C#N)c2nc3ccccc3n2C)c(Cl)c1=O (stereo not drawn) | 1711 | 1549
O=c1[nH]ncc(N/N=C\c2ccc(O)cc2O)c1Cl | 1851 | 1712
COc1cc(/C=C(\C#N)c2ccccn2)ccc1OCc1ccccc1Cl | 1867 | 1471
Cc1cccc(C)c1NC(=S)NCCc1ccccn1 | 1614 | 1515
C=CCn1c(O)c(C=Nc2ccccc2)sc1=S | 1591 | 1611
COc1ccc(-c2c(C(F)(F)F)oc3cc(OCC(=O)Nc4ccccc4C(F)(F)F)ccc3c2=O)cc1OC | 1572 | 1370
Cc1cc(C(=O)OCC(=O)NCc2ccco2)c(C)o1 | 1790 | 1424
CCC(COC)NCc1cn(-c2ccc(F)cc2F)nc1-c1ccccc1C (stereo not drawn) | 1848 | 1725
O=C(Nc1cccc2ncccc12)c1cc2ccccc2o1 | 1788 | 1453
CCOC(=O)N1CCN(C(=O)c2ccc(Oc3ccc([N+](=O)[O-])cc3)cc2)CC1 | 1571 | 1345
COc1ccc(NC(=S)NCc2ccc(S(N)(=O)=O)cc2)cc1OC | 1821 | 1413
COc1ccc(NC(=O)c2sc(N3CCOCC3)nc2-c2ccccc2)c(OC)c1 | 1604 | 1329
COC(=O)COc1c(Cl)cc(Cl)c2ccc(C)nc12 | 1712 | 1628
CC1CCN(c2nc3c(cc2C#N)COC(C)(C)C3)CC1 | 1681 | 1377
CC(=O)c1cn(-c2ccc(Cl)cc2)c(=O)n(Cc2ccc(F)cc2)c1=O | 1970 | 1756
CC(=O)c1ccc(NC(=O)Nc2ccc([N+](=O)[O-])cc2C)cc1 | 1837 | 1542
Clc1ccc(-c2nnc(SCc3nc4ccccc4s3)o2)cc1 | 1768 | 1602
NC(CO)C(=O)NNCc1ccc(O)c(O)c1O (stereo not drawn) | 1704 | 1500
COc1cccc(CNCc2cccc(Br)c2)c1OC | 1684 | 1431
FC(F)(F)c1cccc(N2CCC(N=CN3CCCCCC3)=N2)c1 | 2083 | 1928
CC(CCc1ccccc1)NC(=O)C(=O)Nc1ccccc1 (stereo not drawn) | 1950 | 1372
Cc1cc(C)nc(N2CCCC(C(=O)NC(C)C)C2)n1 (stereo not drawn) | 1682 | 1625
Cc1c(NS(=O)(=O)c2ccc(NC3CCCC3)c([N+](=O)[O-])c2)c(=O)n(-c2ccccc2)n1C | 1735 | 1484
Cc1ccc(NC(=O)CSc2nnc(C(F)(F)F)n2C)cc1[N+](=O)[O-] | 1703 | 1278
COc1ccc(/C=N/NC(=O)c2ccc(NC(=O)c3ccccc3Br)cc2)cc1 | 1697 | 1521

Entries above that have a nitro group on carbon (12):
SMILES | SRC1 TRFRET art | SRC3 TRFRET art
COc1cc(C(=O)Nc2nnc(CC(C)C)s2)c([N+](=O)[O-])cc1OC | 1563 | 1595
O=[N+]([O-])c1ccc(N/N=C/c2ccc[nH]2)cc1 | 2294 | 1831
O=C1c2ccc([N+](=O)[O-])cc2C(=O)N1c1c[nH]c(=O)[nH]c1=O | 1624 | 1606
O=C(COc1ccc([N+](=O)[O-])cc1)Nc1ccc(C(=O)Nc2ccccc2C(=O)O)cc1 | 1728 | 1789
O=C(OC(C(=O)Nc1ccc([N+](=O)[O-])cc1Br)c1ccccc1)c1ccccc1 (stereo not drawn) | 1625 | 1646
O=C(CN1C(=O)c2ccccc2C1=O)NCC(=O)OCC(=O)c1cccc([N+](=O)[O-])c1 | 1929 | 1564
Cc1ccc(Sc2ccc(C(=O)N(C)C)cc2[N+](=O)[O-])cc1 | 1717 | 1849
Cn1nc([N+](=O)[O-])c(C(C#N)c2nc3ccccc3n2C)c(Cl)c1=O (stereo not drawn) | 1711 | 1549
CCOC(=O)N1CCN(C(=O)c2ccc(Oc3ccc([N+](=O)[O-])cc3)cc2)CC1 | 1571 | 1345
CC(=O)c1ccc(NC(=O)Nc2ccc([N+](=O)[O-])cc2C)cc1 | 1837 | 1542
Cc1c(NS(=O)(=O)c2ccc(NC3CCCC3)c([N+](=O)[O-])c2)c(=O)n(-c2ccccc2)n1C | 1735 | 1484
Cc1ccc(NC(=O)CSc2nnc(C(F)(F)F)n2C)cc1[N+](=O)[O-] | 1703 | 1278

Screens: PubChem, The Scripps Research Institute Molecular Screening Center
